# Bioassay records: PubChem, National Center for Advancing Translational Sciences (NCATS)
# AmpC inh det: Promiscuous and Specific Inhibitors of AmpC Beta-Lactamase (assay with detergent); Potency, µM (doses to about 28.7 µM), inactives show at the highest dose activity change, negative = inhibition; purified AmpC, nitrocefin hydrolysis with detergent; 0.09% of 71,000 active; P00811; active means well fitted curve in the direction sought with a large enough effect
# Target sequence (P00811 whole entry, looked up): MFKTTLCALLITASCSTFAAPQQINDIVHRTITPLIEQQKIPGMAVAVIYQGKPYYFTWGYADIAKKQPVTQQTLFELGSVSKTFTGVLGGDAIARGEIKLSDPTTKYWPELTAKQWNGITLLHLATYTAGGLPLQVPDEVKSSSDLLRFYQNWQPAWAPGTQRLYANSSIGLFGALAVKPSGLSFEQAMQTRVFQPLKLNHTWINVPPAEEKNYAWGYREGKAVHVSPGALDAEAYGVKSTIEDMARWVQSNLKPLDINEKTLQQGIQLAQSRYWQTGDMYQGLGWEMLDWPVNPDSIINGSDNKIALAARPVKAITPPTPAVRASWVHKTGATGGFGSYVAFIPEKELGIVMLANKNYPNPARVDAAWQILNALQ
#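 E. coli AmpC (5.3 nM) in 20 mM phosphate pH 7.0 with 0.01% Triton X-100, preincubated 15 min RT with compound; nitrocefin (2 uL of 800 uM stock) hydrolysis followed by 480 nm absorbance every 20 s over 4 min.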
# * hit, by the source's call; & = joins results of further samples; [ ] = dose if it differs, or a comment. On the % scale 0 is the no-effect control and ±100 the full control effect; potency means the concentration at half of the fitted maximal effect. Some of the compounds tested; count on the stated rates, not on these rows.
SMILES,AmpC inh det
CCCCC(CC)COC(=O)c1ccccc1C(=O)O (centres undefined),11%
CN(C)CCCN1C(=O)C(=O)/C(=C(/O)c2ccc3c(c2)OCCO3)C1c1ccccn1 (centres undefined),17%
COc1ccc2c(c1)CCc1c(C(=O)Nc3ccc(OC)c(OC)c3)noc1-2,10%
CCCn1nnnc1SCC(=O)c1ccc2c(c1)OCCO2,-1%
CCOC(=O)C1CCCN(Cc2ccccc2F)C1 (centres undefined),21%
COc1cc(C(=O)OCC(=O)N2CCCC2)cc(OC)c1OC,-3%
C[N+]1(C)C2CC(OC(=O)C(CO)c3ccccc3)CC1[C@@H]1O[C@H]21 (some centres undefined),-1%&-2%
Cc1cccc(C)c1NC(=O)CSc1nnnn1C,9%
O=C(O)c1ccccc1S(=O)(=O)Cc1ccccc1,-3%
Cc1cc(-c2cc(N)n(-c3ccccc3)n2)c(C)n1C1CCCC1,-3%
O=C1CSC(c2ccncc2)N1Cc1ccco1 (centres undefined),-2%
COc1ccc(CCNC(=O)COc2nsnc2N2CCOCC2)cc1OC,-5%
O=c1cc(-c2ccccc2)c2c([nH]1)CCCC2,8%
CN(C)C(=O)C12CCC(C)(c3nc4ccccc4nc31)C2(C)C (centres undefined),-6%
COc1ccc(OC)c(N)c1,12%
Cc1ccc2nc3c(cc(C(N)=S)c(=N)n3CCCOC(C)C)c(=O)n2c1,-1%
Cn1c(=O)c2c(ncn2CC(=O)NC(C)(C)C)n(C)c1=O,0%
CCOc1ccc2[nH]c(=O)c(CN(CCc3ccccc3)C(=O)c3cnccn3)cc2c1,-4%
CCCCOn1c(C)c(C(=O)OCC)c2c3nonc3ccc21,-2%
Cc1cc2c(cc1Cl)N(C(=O)Nc1ccnc3ccccc13)CC2,-3%
Cn1c(NC(=O)c2ccc(Br)o2)cc(=O)n(C)c1=O,-4%
COc1nc(NCCc2ccc(OC)c(OC)c2)nc(NC(C)(C)CO)n1,8%
O=C1OC(Nc2nc3ccccc3s2)c2ccccc21 (centres undefined),10%
CS(=O)(=O)NCCSCc1ccco1,-4%
Cc1oc(-c2ccc(Cl)cc2)nc1CN1CCCC(C(=O)NCc2cccnc2)C1 (centres undefined),-4%
# (cont.)
SMILES,AmpC inh det
COCCOC(=O)C1=C(C)Nc2ncnn2C1c1ccccc1 (centres undefined),14%
COc1ccc(N2CCN(CC(=O)Nc3nc4c(s3)CC(C)CC4)CC2)cc1 (centres undefined),-3%
CCn1c(SCC(=O)Nc2nccs2)nnc1-c1ccncc1,-4%
O=C(COc1ccccc1Cl)NCc1ccncc1,-2%
CC(C)(C)C(=O)CP(=O)(O)O,-4%[5.75 µM]
CCn1c(=O)c(C(=O)NCCN2CCCCC2)c(O)c2ccccc21,-5%
Cc1nc2sc(C(c3cccs3)N3CCN(c4ccccc4)CC3)c(O)n2n1 (centres undefined),9%
CC(=O)Nc1ccc(NC(=O)C(C)Oc2ccccc2F)cc1 (centres undefined),-2%
O=C(O)c1ccc2c(c1)NC(=O)C(N1CCCC1)S2 (centres undefined),-3%
O=C(CN1C2CCC1CC(O)(c1cccnc1)C2)Nc1ccc2c(c1)OCO2 (centres undefined),4%
CC(=O)Nc1ccc(S(=O)(=O)NCC2CCC(C(=O)NCCCN3CCCC3=O)CC2)cc1 (centres undefined),-7%
O=C(NCCc1ccncc1)Nc1ccc(Cl)cc1,-7%
c1ccc2c(NC3CCCC3)nnc(NC3CCCC3)c2c1,-2%
O=C(CCCc1nc2ccccc2s1)Nc1nccs1,11%
O=C(Cn1c(NCCO)nc2ccccc21)NCCc1ccccc1,16%
CC(=O)CSc1nc2ccc(Nc3nc(N4CCOCC4)nc(N4CCOCC4)n3)cc2s1,9%
COc1cc(CNc2ccc3c(c2)CCC3)cc(OC)c1O,-3%
CCOc1cc(N2CCOCC2)c(OCC)cc1NC(=O)c1cc(-c2ccco2)nc2ccccc12,-6%
CCCC1CCC(c2nc(-c3cccnc3)no2)CC1 (centres undefined),1%
Cc1cc(NC(=O)c2cc(C3CC3)on2)no1,6%
COc1ccc(NC2=NCC(=O)N2c2ccccc2)c(OC)c1,-5%
COc1cc(Cl)c(C)cc1NC(=O)CSc1nnc(-c2ccco2)n1CC(C)C,-4%
O=C(/C=C1\NC2(CCCC2)Cc2ccccc21)N1CCOCC1,-6%
CCN(c1cccc(C)c1)S(=O)(=O)c1cccc2nsnc12,-3%
CCS(=O)(=O)N1CCC(C(=O)N2CCc3ccccc3C2)CC1,0%
# Next records.
SMILES,AmpC inh det
CCOc1ccc2[nH]c(=O)c(CN(Cc3ccc(F)cc3)C(=O)N3CCCC3)cc2c1,15%
Cn1c(=O)n(CCc2ccccc2)c(=O)c2c1nc1n2CCCN1Cc1ccccc1,-4%
CCCCCOC(=O)Cc1c(O)c2ccccc2n(C)c1=O,-1%
COc1ccc(Cl)cc1NC(=O)COc1cccc(-n2cnnn2)c1,-6%
COCCNC(=O)CSc1nc2ccccc2c(=O)n1-c1cccc(OC)c1,-6%
O=C(Cn1c(-c2cncs2)nc2ccccc21)NC1CCCC1,-3%
Cc1cc(C)c(-c2cc(C(=O)Nc3c(C)n(C)n(-c4ccccc4)c3=O)[nH]n2)c(O)c1,-5%
COc1ccc(NC(=O)CCN2CCCC(C)C2)cc1 (centres undefined),-3%
COc1ccc2[nH]cc(C(=O)CN3CCCC(C)C3)c2c1 (centres undefined),-2%
O=C(COc1cccc2ccccc12)N1CCN(c2ccccc2)CC1,-1%
Cc1nnc(NC(=O)C2CCCN(c3ncccn3)C2)s1 (centres undefined),5%
O=C(O)C1C2CCC(O2)C1C(=O)NCc1ccncc1 (centres undefined),10%
CC(=O)c1ccc(NC(=O)CSc2nnc(Cn3c(=O)sc4ccccc43)n2C)cc1,10%
CCCn1cnc2cc(NCc3ccccn3)ccc21,12%
CCC(C)NC(=O)C1CCC(=O)N(c2cc(OC)c(OC)c(OC)c2)C1c1ccc(OC)cc1 (centres undefined),-2%
CCn1cc(C2N3CC4(C)CN2CC(C)(C3)C4=O)c2ccccc21 (centres undefined),14%
CC(=O)Nc1cccc(OCC(=O)Nc2ccc(F)cc2)c1,-4%
C=CC=O,10%
CSCCC(NC(C)=O)C(=O)Oc1ccc2c3c(c(=O)oc2c1)CCCC3 (centres undefined),-4%
COc1ccc(NC(=O)CCNC(C)=O)cc1NS(=O)(=O)c1ccc(F)cc1,1%
CSCSC1=C(C#N)C(c2ccccc2Cl)C(C(C)=O)=C(C)N1 (centres undefined),5%
CC(C)Cn1c(SC(C)C(=O)Nc2ccc3c(c2)OCCO3)nc2ccccc2c1=O (centres undefined),-6%
O=C(NC1CCCC1)c1ccc(CS(=O)(=O)c2ccc(Br)cc2)o1,8%
CCOc1ccc(N(CC(=O)O)S(=O)(=O)c2cccnc2)cc1,15%
CC(C)c1nc(-c2ccccn2)no1,9%

# Random excerpt: three compounds from above.
SMILES,AmpC inh det
Cn1c(=O)n(CCc2ccccc2)c(=O)c2c1nc1n2CCCN1Cc1ccccc1,-4%
CCCn1cnc2cc(NCc3ccccn3)ccc21,12%
COc1ccc2[nH]cc(C(=O)CN3CCCC(C)C3)c2c1 (centres undefined),-2%

# Ordered by molar mass (low to high): some entries from above.
SMILES,AmpC inh det
COc1ccc(OC)c(N)c1,12%
O=C(/C=C1\NC2(CCCC2)Cc2ccccc21)N1CCOCC1,-6%
COCCOC(=O)C1=C(C)Nc2ncnn2C1c1ccccc1 (centres undefined),14%
O=C(Cn1c(-c2cncs2)nc2ccccc21)NC1CCCC1,-3%
CCOc1cc(N2CCOCC2)c(OCC)cc1NC(=O)c1cc(-c2ccco2)nc2ccccc12,-6%

# (further entries)
SMILES,AmpC inh det
CCc1ccccc1NC(=O)N1C2CCCC1CC(NC(=O)C(C)(C)C)C2 (centres undefined),12%
Nc1nc(Cl)nc2c1ncn2[C@@H]1O[C@@H](CO)[C@@H](O)[C@H]1O,2%
N#Cc1cc2ccccc2nc1SCc1ccccn1,-1%
Oc1cnc2ccccc2c1CN1CCOCC1,-5%
O=C(CSc1nnc(NC(=O)c2ccco2)s1)NC1CCCC1,4%
O=C(NCc1ccco1)c1ccc(NC(=O)C2COc3ccccc3O2)cc1 (centres undefined),-4%
CC(=O)c1cccc(NC(=O)C2C3C=CC(C4CC34)C2C(=O)O)c1 (centres undefined),-7%
COc1ccc(NC(=O)C2CCCCN2S(=O)(=O)c2ccc(F)cc2)c(OC)c1 (centres undefined),4%
CC1CCCN(Cc2nc3c(c(=O)n(C)c(=O)n3C)n2CCc2ccccc2)C1 (centres undefined),10%
COc1cc(CC(=O)OCC(=O)Nc2ncc(Cl)cc2Cl)cc(OC)c1OC,0%
CCOC(=O)Cc1csc(/C(=N/O)C(N)=O)n1,-2%
c1ccc(CCn2nnnc2CN2CCN(C3CCCC3)CC2)cc1,11%
CCOc1ccc(OCC)c(NC(=O)C2CCN(c3nn4c(=O)cc(C)nc4s3)CC2)c1,8%
O=C(CCOc1ccccc1)NCC(c1ccco1)N1CCCCC1 (centres undefined),6%
COc1ccc(OC)c(NS(=O)(=O)c2ccc(Cl)s2)c1,-4%
Cc1c(C(=O)NCC2CCCO2)sc2nc(-c3ccc(F)cc3)cn12 (centres undefined),6%
O=C(Nc1nc(-c2cccs2)cs1)c1ccc(S(=O)(=O)N2CCCCC2)cc1,11%
CCCCn1c(=O)n(CC(O)c2ccccc2)c(=O)c2c1ncn2C1CCCC1 (centres undefined),13%
CCCCc1ccc(NC(=O)C2CCN(S(C)(=O)=O)CC2)cc1,-3%
COc1ccc(C)cc1N(CC(=O)NC1CCCC1)C(=O)CCC(=O)Nc1cc(C)on1,-4%
NC(N)=NN=Cc1c(Cl)cccc1Cl,-3%
COc1cc(NC(=O)CSc2nc(C)cs2)cc(OC)c1,-6%
CCOC(=O)N1CCC(NC(=O)Cn2cccc2C(=O)c2ccccc2C)CC1,-3%
Cc1cc(C)c(S(=O)(=O)Nc2cccc(C(F)(F)F)c2)c(C)c1,-9%
O=C(CCS(=O)(=O)c1cccc2nonc12)N1CCN(c2ccc(F)cc2)CC1,-2%
# Other entries.
SMILES,AmpC inh det
O=C(NCCc1ccncc1)C(F)(F)F,3%
O=C(CCCOc1ccccc1)Nc1ccncc1,3%
CCN(CC)CCn1nc(C)nc1-c1ccccc1O,9%
Cn1c(SCc2ccon2)nc2ccccc2c1=O,-2%
CCOC(=O)c1cccc(NC(=O)C(C)N2C(=O)c3ccccc3C2=O)c1 (centres undefined),3%
CCn1c(SCC(=O)Nc2ccccc2C(=O)OC)nc2c1c(=O)n(C)c(=O)n2C,8%
C=CS(=O)(=O)c1ccc(Oc2ccc(S(=O)(=O)C=C)cc2)cc1,2%
COc1ccc(/C=N/n2c(N)nc3ccccc32)cc1OC,-4%
CC(=O)c1ccc(NC(=O)N[C@@H](CC(C)C)C(=O)O)cc1,-3%
Cc1cccc(-n2c(Cc3cc(=O)[nH]c(=O)[nH]3)nnc2SCC(=O)NCc2ccco2)c1,1%
O=C(c1ccncc1)N1CCC[C@@]2(CCN(Cc3nccs3)C2)C1,0%
O=C(c1cc2ccccc2oc1=O)N1CCN(c2ccccn2)CC1,-6%
COc1ccc(/C(O)=C(\C#N)c2nc3ccccc3n2C)cc1OC,19%
Cc1ccc(OCc2nn3c(-c4n[nH]c5c4CCC5)nnc3s2)cc1,-9%
O=C(NCCSc1c[nH]c2ccccc12)c1ccc(Br)o1,13%
Cc1ccc(CCN2CC(C(=O)N3CCC4(CC3)OCCO4)CC2=O)cc1 (centres undefined),13%
CC(=O)Nc1cccc(NC(=O)CCn2c(=O)sc3ccccc32)c1,-3%
Cc1ccc(S(=O)(=O)N2CCC(C(=O)N3CCC(C(=O)NCC4CCCO4)CC3)CC2)cc1 (centres undefined),-1%
CCc1ccc(CCC(=O)Nc2nc(CC(C)=O)ns2)o1,-3%
COc1ccc(CNC(=O)C(C)Cc2ccccc2)cc1O (centres undefined),8%
CN(Cc1ccccc1)C(=O)c1cc(-c2ccc(Br)cc2)on1,18%
c1ccc(Cn2nnc3c(N4CCN(Cc5ccc6c(c5)OCO6)CC4)ncnc32)cc1,-3%
O=C(CCCOc1ccccc1)Nc1nnc(C2CCCO2)s1 (centres undefined),13%
Cc1ccc(NS(=O)(=O)c2cccc(C(=O)N3CCOCC3)c2)cc1,-2%
CCCCOc1c(Cl)cc(CNC(C)(C)CO)cc1OCC,-3%

# Exported with each value named: part of the list above
COc1ccc(CNC(=O)C(C)Cc2ccccc2)cc1O (centres undefined)
- AmpC inh det: 8%
CN(Cc1ccccc1)C(=O)c1cc(-c2ccc(Br)cc2)on1
- AmpC inh det: 18%
c1ccc(Cn2nnc3c(N4CCN(Cc5ccc6c(c5)OCO6)CC4)ncnc32)cc1
- AmpC inh det: -3%

# Following part
SMILES,AmpC inh det
NCc1ccc(S(N)(=O)=O)cc1,-2%[12.8 µM]
N#Cc1ccc(CN2CCC3(CC2)CCN(C(=O)c2cnccn2)CC3)cc1,-1%
CN1CC[C@@]2(CCCN(C(=O)c3cccc(F)c3)C2)C1,2%
NC(=O)C1(N2CCCCC2)CCN(C(=O)CSc2nc3ccccc3s2)CC1,-8%
COc1ccc2c(c1OC)C(=O)OC2Nn1cncn1 (centres undefined),-5%
COc1ccccc1-c1noc(-c2ccccc2)n1,-1%
COc1ccc(-c2nc(N3CCCC3)nc3nn4c(C)cc(C)nc4c23)cc1,-2%

# Part of the list above, with bars between the fields:
Compound | AmpC inh det
COc1ccc(-c2nc(N3CCCC3)nc3nn4c(C)cc(C)nc4c23)cc1 | -2%
N#Cc1ccc(CN2CCC3(CC2)CCN(C(=O)c2cnccn2)CC3)cc1 | -1%
NC(=O)C1(N2CCCCC2)CCN(C(=O)CSc2nc3ccccc3s2)CC1 | -8%
CN1CC[C@@]2(CCCN(C(=O)c3cccc(F)c3)C2)C1 | 2%
